NOD1 NF-kB reporter: inhibition of NOD1-driven NF-kB reporter – cell-based, luminescence, uHTS, primary screen (AID 1578); NOD1-driven NF-kB luciferase reporter cells, luminescence; higher % means a stronger effect; one-dose inhibition, % at 4 µM; EC50 in µM for titrated hits; actives 1% (n = 290,000); in the data active means inhibition mostly above about 36%, no sharp cut-off; inactive means mostly below about 34%;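 further: HEK-293T reporter cells stimulated with the NOD1 agonist gamma-tri-DAP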
Rac1 GTP hydrolysis: MgcRacGAP GTPase-activating activity inhibitors, confirmation, biochemical, ADP Hunter fluorescence; MgcRacGAP-stimulated Rac1 GTP hydrolysis, ADP Hunter fluorescence; higher % means a stronger effect; GST-tagged Rac1 F28L mutant substrate; one-dose inhibition, % at 30 µM; IC50 in µM for titrated hits; actives 0.6% (n = 340,000);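 active means first-screen hits whose inhibition reached a set limit at any dose in the follow-up dose series; inconclusive means inhibition above the set first-screen limit but never retested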;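 further: fluorescence reports GDP produced by GAP-driven GTP hydrolysis; strong numbers were not always called active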
GPR55 beta-arrestin: selective activators of receptor GPR55 – imaging, U2OS cells, beta-arrestin-GFP redistribution, primary screen (AID 1961); actives 0.048% (n = 290,000); activation, % at 10 µM; hits with a dose series show EC50 in µM; U2OS GPR55 beta-arrestin-GFP redistribution imaging; higher % means a stronger effect;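 active means activation above 40% with more than 50 cells counted in the well; inconclusive means wells holding fewer than 50 cells, flagged as toxic or sparse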;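 further: U2OS osteosarcoma cells stably expressing GPR55 and beta-arrestin-GFP; plate controls were DMSO negative control for no effect and LPI positive control for full effect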
UTI89 phage lysis: protection from phage-mediated lysis, alamar blue read-out – E. coli UTI89, K1F phage, bacterial capsule biogenesis inhibitors (AID 488966). inhibition, % at 100 µM, or IC50 in µM where a hit was titrated. E. coli UTI89 K1F phage lysis, alamar blue, 2 h; higher % means a stronger effect. actives 0.02% (n = 340,000);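 active means phage lysis inhibition, versus mean bacterial control, above a set limit; inconclusive means no clear call, values can overlap the other calls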;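 further: capsule biogenesis inhibitors block K1F phage lysis so surviving cells raise fluorescence; higher fluorescence means more inhibition of phage lysis; actives were called in the ten point dose series up to 300 µM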
GPR35 arrestin U2OS: GPR35 antagonists blocking zaprinast-driven arrestin recruitment, primary screen, imaging, U2OS, beta-arrestin-GFP, zaprinast agonist (AID 2058). U2OS GPR35 beta-arrestin-GFP translocation imaging, zaprinast antagonism; higher % means a stronger effect. inhibition, % at 10 µM; hits with a dose series show IC50 in µM. actives 0.052% (n = 290,000);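 active means inhibition of at least 50% with at least 30 cells and total cytoplasm GFP at most 10,000,000; inconclusive means under 30 cells or total GFP of 10,000,000 plus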
GPR55 antagonists: inhibition of LPI-stimulated GPR55 beta-arrestin translocation – imaging, U2OS, beta-arrestin-GFP, LPI agonist, primary screen (AID 2013); actives 0.13% (n = 290,000); U2OS GPR55 beta-arrestin-GFP translocation imaging, LPI antagonism; higher % means a stronger effect; one-dose inhibition, % at 10 µM; IC50 in µM for titrated hits;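 active means spots per cell inhibited over 60%, with over 100 cells counted and total cytoplasm intensity under 500,000; inconclusive means wells with under 100 cells, flagged as likely toxic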;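 further: U2OS cells stably carrying GPR55 and arrestin-GFP stimulated by 5 µM LPI near EC80; imaged beta-arrestin-GFP aggregate spots per cell after agonist stimulation; plate controls were LPI-stimulated DMSO wells for no effect and DMSO wells without LPI for full effect; some results filed as inactive read as strong as hits; confirmed hits need IC50 under 10 µM and bright autofluorescent wells are also inconclusive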
KOR beta-arrestin-1: KOR agonists, beta-arrestin recruitment, primary screen, cell-based, luminescence, uHTS (AID 1777); KOR beta-arrestin recruitment, luminescence; higher % means a stronger effect; activation, % at 10 µM; hits with a dose series show EC50 in µM; actives 0.02% (n = 280,000); in the data active means activation above about 50%, passing the limit was not always enough; further: a part of the inactive calls stands beside numbers as strong as those of hits
NTR1 agonist: NTR1-driven beta-arrestin-GFP spot formation – imaging, U2OS cells, high content, primary screen (AID 493036); P30989; agonist mode; activation, % at 20 µM; actives 0.17% (n = 330,000);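 active means activation at or above 40% of the spot to cytoplasm intensity ratio, with at least 20 cells analyzed; inconclusive means wells under 20 cells, flagged as cytotoxic or low count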;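 further: 0% = DMSO without peptide and 100% = 100 nM NTR1 peptide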
Target sequence (P30989 whole entry, looked up): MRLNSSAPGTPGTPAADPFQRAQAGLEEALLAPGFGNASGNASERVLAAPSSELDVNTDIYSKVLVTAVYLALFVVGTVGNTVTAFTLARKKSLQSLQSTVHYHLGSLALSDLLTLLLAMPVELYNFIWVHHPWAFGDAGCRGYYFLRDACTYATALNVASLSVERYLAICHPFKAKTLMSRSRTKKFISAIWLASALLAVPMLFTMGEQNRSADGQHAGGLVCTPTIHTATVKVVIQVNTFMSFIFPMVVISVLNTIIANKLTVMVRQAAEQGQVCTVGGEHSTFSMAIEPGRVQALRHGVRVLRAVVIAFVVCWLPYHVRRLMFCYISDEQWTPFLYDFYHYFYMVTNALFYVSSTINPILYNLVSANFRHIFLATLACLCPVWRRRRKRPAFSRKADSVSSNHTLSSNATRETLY
KOR beta-arrestin-2: kappa opioid receptor blockers – cell-based, luminescence, uHTS (AID 1778); KOR beta-arrestin recruitment, luminescence, antagonist mode; higher % means a stronger effect; actives 0.091% (n = 290,000); inhibition, % at 10 µM, or IC50 in µM where a hit was titrated; in the data active means inhibition above about 50%; further: strong numbers were not always called active
NTR1 agonist cell count 20 µM: further read-out of NTR1 agonist, marked with its call; cell count; measured here: cell count, cytotoxicity flag
* marks the source's active call; other numbers are inactive results; ? = inconclusive; . = no result given; [ ] = remark or other dose. An excerpt. The share of hits here may be higher or lower than overall.

SMILES	NOD1 NF-kB reporter	Rac1 GTP hydrolysis	GPR55 beta-arrestin	UTI89 phage lysis	GPR35 arrestin U2OS	GPR55 antagonists	KOR beta-arrestin-1	NTR1 agonist	NTR1 agonist cell count 20 µM	KOR beta-arrestin-2
CCOc1ccccc1NC(=O)CN1C(=O)CSC(C)C1=O (stereo not given)	-37%	1%	0.1%	0.7%	-3%	4%	-3.4%	0.2	66	-7%
Cc1nc(C)c(-c2ccc(SCc3ccccc3F)nn2)s1	-37%	-1%	-0.1%	-0.1%	-10%	3%	-0.5%	1.6	60	-17%
O=C(CS(=O)(=O)Cc1ccccc1)Nc1nnc(C2CCCCC2)s1	-34%	0%	-0.2%	-0.2%	-16%	3%	8.5%	2.7	39	-28%
COc1ccc(N=C/C=C2\C=C(c3ccccc3)OC(C)(C)O2)cc1	-43%	12%	2.2%	-0.3%	-17%	8%	-1.4%	4.8	61	-19%
COc1ccc(-c2nnc3ccc(SCC(=O)N4CCCCCC4)nn23)cc1OC	-15%	-5%	0.3%	0.0%	-10%	14%	-3.3%	1.7	93	-4%
S=c1[nH]nc(COc2ccc(Cl)cc2)n1-c1ccccc1	-24%	8%	0.0%	-0.7%	-4%	2%	-4.1%	-0.5	64	-21%[20 µM]
O=C(NCC1CCCO1)C(c1ccc(F)cc1)N(CCCN1CCOCC1)C(=O)c1ccc(-c2ccccc2)[nH]1 (stereo not given)	-13%	.	-0.2%	.	12%	5%	5.5%	-0.7	82	7%
c1cncc(-c2ccnc3ncnn23)c1	-31%	13%	0.5%	0.1%	5%	6%	0.4%	2.3	79	8%
Cc1cc(C)c(Nc2ncccc2C(=O)O)c(C)c1	-29%	3%	0.2%	-0.5%	10%	9%	3.6%	-1.6	31	-5%
COc1ccc(C(=O)Nn2c(C)nnc2-n2nc(C)cc2C)cc1OC	-14%	1%	-0.3%	1.3%	-2%	-6%	11%	-0.7	37	39%
Cc1cccc(-n2c(SCC(=O)N3CCCC3)nnc2-c2ccccn2)c1C	-30%	2%	0.2%	4.6%	-7%	-8%	19%	-2.0	68	-16%
COc1ccccc1N1CCN(C(=O)CCc2ccc(S(=O)(=O)NC(C)C)cc2)CC1	1%	6%	0.6%	4.6%	0%	5%	20%	-0.9	84	-29%
Cc1ccc(NC(=O)c2cccs2)cc1	-75%	16%	0.2%	0.1%	-6%	2%	1.7%	0.4	54	21%
O=S(=O)(c1ccc(-c2ccon2)s1)N1CCOCC1	-2%	11%	0.0%	-0.9%	13%	8%	-2.9%	0.7	42	1%
COCCCNC(=O)CCCOc1ccccc1	-7%	-1%	0.3%	0.9%	16%	8%	1.9%	-1.4	48	-6%
Cc1ccc(C)c(S(=O)(=O)N/N=C2/CCCc3ccccc32)c1	14%	9%	0.0%	-0.3%	-16%	2%	-2.2%	-1.3	58	-54%
O=c1[nH]c(=O)n(Cc2ccco2)c2c1C(C(F)(F)F)(C(F)(F)F)N=C(CCC1CCCCC1)N2	17%	7%	-0.1%	0.1%	-5%	15%	0.6%	46*	82*	0%
CCCCn1c(=O)c(CCC(=O)OCC(=O)NC(=O)NCCOC)nc2ccccc21	-47%	4%	0.0%	-0.5%	-6%	6%	-2.0%	-0.6	45	1%
Cc1cc(OCC(=O)NNC(=S)NCC2CCCO2)cc(C)c1Cl (stereo not given)	-41%	8%	-0.1%	-0.5%[50 µM]	12%	7%	5.6%	1.6	58	4%
CCC1CCCCN1C(=S)NC(=O)c1cccc([N+](=O)[O-])c1 (stereo not given)	-30%	5%	-0.1%	-0.3%	6%	3%	3.6%	-0.6	54	-5%
CC1CCN(c2nc3ccccc3nc2C(C#N)C(=O)OC2CCCCC2)CC1 (stereo not given)	21%	10%	0.6%	4.7%	8%	3%	9.8%	5.2	80	-24%
CCOc1nc(NCCN2CCOCC2)nc(Nc2ccc([N+](=O)[O-])cc2)n1	-21%	9%	-0.3%	-0.2%	-7%	1%	-2.0%	-2.0	84	12%
C=CCn1c(SCC(=O)c2ccc(OC)cc2)nnc1-c1cc2cccc(OC)c2o1	-20%	12%	-0.1%	0.9%	8%	5%	46%	4.8	81	-28%
CCc1nnc(NC(=O)CCC(=O)NC2CCCCC2)s1	-12%	11%	-0.3%	0.7%	4%	7%	-0.5%	0.6	36	-7%
CN(CC(=O)Nc1cccc(F)c1)CC(=O)Nc1cccc([N+](=O)[O-])c1	-24%	9%	-0.3%	0.4%	-2%	3%	-2.7%	0.3	58	3%
c1coc(CNCC2OCCc3ccccc32)c1 (stereo not given)	1%	9%	-0.1%	2.6%	-7%	1%	3.8%	-0.4	38	-30%
CCOC(=O)CSC1=NC(=O)/C(=C\c2ccc(Cl)cc2)S1	.	11%	-0.2%	1.8%	0%	-12%	-2.3%	-1.8	95	-64%
O=C(O)CC(NC(=O)C12CC3CC(CC(C3)C1)C2)c1cc([N+](=O)[O-])ccc1Cl (stereo not given)	29%	1%	0.2%	0.3%	-12%	2%	-6.5%	0.7	56	-15%
CCOc1cc(/C=N/Nc2nc(-c3cccc(S(=O)(=O)N4CCCC4)c3)cs2)ccc1O	7%	1%	-0.3%	-1.9%[50 µM]	-7%	-3%	5.8%	14	46	17%
CN(C)c1nc2ccc(OCCN3CCCCC3)cc2s1	-5%	13%	-0.2%	0.2%	12%	0%	1.0%	-2.6	96	14%
CCNS(=O)(=O)c1ccc(CCC(=O)NCc2ccccc2)cc1	-1%	3%	-0.2%	0.2%	-14%	-12%	-3.1%	-0.7	28	-17%
CC(NCCC1(Cc2ccccc2Cl)CCOC(C)(C)C1)c1cccs1 (stereo not given)	-3%	4%	-0.1%	-2.5%	1%	14%	8.5%	0.8	34	7%
CC(=O)N/C(=N/c1nc(C)cc(C)n1)Nc1ccc(F)cc1F	-10%	.	-0.1%	0.0%	-5%	-4%	-0.6%	0.8	45	-24%
O=C(CCC(=O)c1cccs1)c1cccs1	-8%	-6%	-0.3%	-0.1%	-7%	4%	-2.2%	1.7	70	-6%
Cc1ccc(-c2cc(Cc3ccncc3)c(=O)[nH]n2)cc1	2%	.	0.0%	.	8%	5%	6.2%	0.1	46	10%
O=C(NNC(=O)c1cccc2ccccc12)c1ccccc1O	-22%	3%	0.0%	0.2%	-2%	1%	0.6%	-0.4	63	-5%
COc1ccccc1CN(Cc1cc2cc(C)cc(C)c2[nH]c1=O)Cc1nnnn1CC1CCCO1 (stereo not given)	47%	-7%	0.3%	0.1%	12%	16%	-0.5%	-0.1	46	8%
O=C(O)CC(CC(=O)Nc1ccc(-n2ccc(C(F)(F)F)n2)cc1)c1ccccc1 (stereo not given)	-11%	5%	-0.2%	0.5%	13%	-6%	5.0%	1.6	62	14%
Nc1cc(N)nc(SCCN2CCCCC2)n1	1%	4%	-0.1%	0.5%	3%	-11%	0.4%	-1.6	92	10%
COc1cc(NC(=O)c2ccc(NC3=NC4CS(=O)(=O)CC4S3)cc2)cc(OC)c1OC (stereo not given)	0%	9%	-0.1%	-2.5%	-11%	0%	-3.2%	1.1	49	23%[20 µM]
CCOC(=O)C1=C(C)OC(N)=C(C#N)C1c1c(C)nn(-c2ccc(C)cc2)c1Cl (stereo not given)	5%	.	0.3%	.	0%	6%	-7.1%	1.3	78	-32%
CCOc1ccc(C(=O)N2CCN(c3cccc(Cl)c3)CC2)cc1	-9%	-1%	0.1%	-1.3%	3%	15%	-8.2%	0.4	32	0%
Cc1ccc(C)c(NC(=S)Nc2cccc3cnccc23)c1	6%	7%	0.1%	-0.7%	-20%	8%	-4.1%	0.2	34	-69%
CCOC(=O)COc1c(Br)cc(/C=C2\SC(=O)N(CC(=O)N3CCCC3)C2=O)cc1OC	-5%	1%	-0.1%	0.3%	-4%	4%	-1.1%	5.8	92	-37%
Cc1nc(NC(=O)COC(=O)C(NC(=O)c2ccco2)C(C)C)c(Cl)cc1Cl (stereo not given)	-27%	6%	-0.1%	0.4%	-8%	-4%	1.3%	-1.3	80	-7%
O=C(NCc1ccccn1)c1nc(-c2ccc(C(F)(F)F)cc2)no1	-12%	7%	0.1%	0.3%	2%	0%	-1.6%	0.2	62	-18%
CCc1ccc(C(C)NC(=O)c2cc(C)oc2C)cc1 (stereo not given)	0%	11%	0.5%	-0.4%	1%	1%	-2.1%	-0.6	85	13%
CC(=O)Nc1ccc(Nc2ccc(N3C(=O)CCCC3=O)cc2[N+](=O)[O-])cc1	-6%	9%	0.1%	2.5%	12%	11%	3.8%	0.5	46	32%
CCN(CC)CCN(C(=O)c1cc2c(ccc3ccccc32)oc1=O)c1nc2cc3c(cc2s1)OCCO3	-56%	8%	0.3%	-0.4%[50 µM]	-4%	3%	-0.8%	4.2	63	-13%
COc1ccc(C(OC(=O)c2ccco2)C(=O)NC2CCCCC2)cc1 (stereo not given)	-30%	5%	-0.3%	2.7%	10%	9%	-4.8%	-1.5	81	-12%
CC1=C(C(N)=O)C(c2ccccn2)n2nc(-c3ccccc3Cl)nc2N1 (stereo not given)	-4%	4%	-0.2%	7.4%	2%	-9%	-3.6%	.	.	-8%
CC(C)(C)C1=C[C@@H](CO)C[C@@H](CO)C1	-6%	8%	-0.1%	0.4%	-4%	-11%	1.4%	-0.8	61	-30%
Cn1c(=O)n(CCCO)c(=O)c2c1nc1n2CCCN1Cc1ccccc1	6%	8%	-0.1%	-0.2%	-1%	4%	5.1%	1.3	58	-49%
CCc1cc(N2CCOCC2)cc2c1[nH]c1ccccc12	-7%	?	-0.1%	2.4%	8%	-2%	1.1%	3.0	65	-8%
Cc1nn(CC(=O)NCc2ccc(OC(C)C)cc2)c(=O)c2cc3occc3n12	-9%	.	-0.2%	.	-4%	2%	-6.9%	1.6	78	-1%
COc1cc(S(=O)(=O)NCc2ccc(F)cc2)ccc1-n1cnnn1	-15%	14%	-0.2%	0.2%	-5%	3%	0.7%	0.2	39	6%

From PubChem BioAssay
